# mHTT-CaM PPI inh = disrupts binding of mutant huntingtin to calmodulin; P42858; AlphaScreen His-mHTT/GST-CaM binding, luminescence; inhibition, % at 15 µM; hit rate 3.6% among 190,000; AID 1671202;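 note: 0% = both proteins with DMSO and 100% = one protein alone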
# Pf apPOL block = Pf-apPOL DNA polymerase inhibition; AID 1794808; inhibition, % at 10 µM; Recombinant Pf-apPOL, molecular beacon fluorescence, 1.5 h; hit rate 0.25% among 210,000
# * = called active by the depositor; i = inactive; nt = no result given; & = joins results of further samples. Cut-off read from the data, not from the text of the source: active = inhibition above about 50%; inactive = the rest. The order is random (roughly 3.5% active in at least one column).
mol | Pf apPOL block | mHTT-CaM PPI inh
Cc1ccc(S(=O)(=O)Nc2cccnc2Oc2ccc(Cl)cc2)cc1 | 5 | nt
COc1cccc2cc(-c3cc(=O)oc4cc(OCC#N)ccc34)c(=O)oc12 | -6 | 24
CCCC(=O)N1CCN(c2cc(N3CCN(C)CC3)c(F)cc2[N+](=O)[O-])CC1 | 0 | 7
Cc1cc(C)nc(SCC(=O)Nc2nncs2)n1 | -6 | 1
CC12CN3CCN(CC(C3)C1(O)CN1CCOCC1)C2 (centres undefined) | nt | -6
CC(C)CNC(=O)C1CCCN(c2nc3ccsc3c(=O)n2Cc2ccc(F)cc2)C1 (centres undefined) | -8 | 9
Cc1cc(Cl)ccc1NC(=O)c1ccc(Cn2cncn2)cc1 | -4 | -4
Cn1nc(-c2nc(-c3ccccc3)no2)c2c1CCN(C(=O)Cc1ccsc1)C2 | 0 | 25
Cc1ccc(-c2cc(C(=O)NCc3cnn(C)c3)c3ccccc3n2)cc1C | 2 | 40
CC1CC(=NNc2cc(Cl)cc(Cl)c2)c2cc(Cl)ccc2S1(=O)=O (centres undefined) | 0 | nt
O=C(Cn1cnc([N+](=O)[O-])n1)Nc1ccc(Br)cc1 | 6 | -4
CCc1ccccc1NC(=O)COc1ccc(Cl)cc1Cl | 0 | -9

# (next part)
mol | Pf apPOL block | mHTT-CaM PPI inh
O=C1CNC(=S)N1CCCn1ccnc1 | -10 | nt
Nc1ncnc(Nc2cccc(C(F)(F)F)c2)c1[N+](=O)[O-] | 7 | 1
Cc1cc(C)n(-c2ccc(C(=O)NCc3cccc(Cl)c3)cn2)n1 | -11 | -6
COc1ccc(C)cc1NC(=O)C(=O)NCc1cccnc1 | 8 | 2
CCCCN(CC)CCNC(=O)c1cn(C)c(=O)c2c1c1ccccc1n2C | -3 | -1
CCC(C)(C(=O)NC1CCCCC1)N(C(=O)CNC(C)=O)c1ccccc1 (centres undefined) | 0 | 3
CN1CCN(NC(=O)NC2CC(=O)N(c3ccc4c(c3)OCCO4)C2)CC1 (centres undefined) | -6 | -2
O=C(Nc1c2c(nn1-c1ccc(Cl)cc1)CS(=O)(=O)C2)c1ccc(F)cc1 | -1 | 9
COc1ccc(C(O)=C2C(=O)C(=O)N(CCN(C)C)C2c2cc(OC)c(OC)c(OC)c2)cc1 (centres undefined) | -6 | -7
O=C(Nc1ccccc1)N1CCC(n2cnc3ccc(F)cc3c2=O)CC1 | -3 | -3
N=c1c(S(=O)(=O)c2ccc(Cl)cc2)cc2c(=O)n3ccccc3nc2n1Cc1cccnc1 | -7 | 5
CCOC(=O)N1CCN(CC(O)COc2cc(C)cc(C)c2)CC1 (centres undefined) | -2 | 24

# New compounds follow:
mol | Pf apPOL block | mHTT-CaM PPI inh
O=[N+]([O-])c1cc(Cl)c(-n2cccc2)cc1N1CCOCC1 | -4 | nt
CCn1c(C2CCN(Cc3sccc3C)C2)nc2cccnc21 (centres undefined) | -5 | 6
NC(=O)CSc1oc(-c2cccs2)nc1S(=O)(=O)c1ccc(Cl)cc1 | -12 | 3
O=C(NCc1ccc2c(c1)OCO2)c1ccc(-c2ccsc2)nc1 | 1 | 0
CCN(c1ccccc1)S(=O)(=O)c1ccc(NC(C)=O)cc1 | -3 | 0
Cn1c(C2CCN(C(=O)Nc3cccc(Cl)c3F)C2)nc2ccncc21 (centres undefined) | 3 | 3
COc1cccc(NC(=O)C(=O)NCc2ccc(F)cc2)c1 | -17 | -5
C=CCn1c(SC(C(C)=O)C(=O)OCC)nnc1-c1cnn(-c2ccccc2)c1N (centres undefined) | -6 | nt
COc1cccc(CNC(=O)c2ccc(CS(=O)(=O)Cc3ccccc3C)o2)c1 | -15 | -1
CCN(CC)c1cc(CNC(=O)Nc2ccccc2C)ccn1 | 0 | -4
O=C1/C(=C/C=C/c2ccco2)CC/C1=C\C=C\c1ccco1 | 1 | 84*
COc1c2ccoc2nc2c(OC)c(OCC(O)C(C)(C)O)ccc12 (centres undefined) | -72 | -1

# Carrying on:
mol | Pf apPOL block | mHTT-CaM PPI inh
Cc1ccc(NS(=O)(=O)c2ccc3nc(-c4ccccc4)[nH]c3c2)cc1 | -6 | 2
Oc1ccc(Br)c2c1NC(c1ccc(Cl)cc1)C1CC=CC21 (centres undefined) | -1 | 100*
CC(Oc1ccc2c(c1)OC(=Cc1ccccc1Br)C2=O)C(=O)O (centres undefined) | -10 | 2
Cc1ccc(N=Cc2nc(-c3ccc(Br)cc3)oc2O)c([N+](=O)[O-])c1 | -13 | 26
Clc1ccc(-c2nnc(SCC3CC3)o2)cc1 | 1 | nt
CCC(C)NC(=O)Cn1nc(C(F)(F)F)c(Cl)c1C (centres undefined) | 6 | -8
CN(C(=O)Cc1c(C(=O)O)[nH]c2ccc(Cl)cc12)c1ccc(Cl)cc1 | -2 | 2
CCOc1ccc(S(=O)(=O)N(CC(=O)Nc2cccc(OC)c2)c2ccccc2)cc1 | -4 | -3
Cc1cc(C)c(N=c2oc(C(C)(C)C)cs2)cc1C | -3&0 | nt
COCCC(=O)N1CCCCC1c1nncn1Cc1ccccc1 (centres undefined) | -1 | -3
CCCC(=O)N1CCN(Cc2noc(-c3cccc(F)c3)n2)CC1 | 0 | -8
O=C(c1ccnc(-c2cccs2)c1)N1CCN(c2ccccc2F)CC1 | 4 | 2

# Going on with the list:
mol | Pf apPOL block | mHTT-CaM PPI inh
O=C(Nc1cccnc1)c1cc(S(=O)(=O)N2CCCCC2)ccc1Cl | -7 | -4
O=C1NC(=O)/C(=C/c2ccc(F)cc2)S1 | nt | -8
O=C(Cn1c(=O)nc(-c2ccccc2)c2cc(Cl)ccc21)NCc1cccs1 | 2 | -4
CS(=O)(=O)N(CC(=O)NC1CCCC1)c1cc(C(F)(F)F)ccc1Cl | -9 | -3
COc1ccc(-c2cc(C(=O)N3CCCC3c3ccc(OC)cc3)on2)cc1 (centres undefined) | -2 | -6
Cc1nc2sc(C(=O)Nc3ccc(Cl)cc3Cl)c(N)c2c(C)c1Cl | -1 | 0
CCCCN1C(=O)C(C)(C(=O)NCc2ccccc2OC)Oc2cccnc21 (centres undefined) | -20 | 0
CCn1c(-c2cc(NC(=O)C3CC3)n[nH]2)cc2cc(OC)ccc21 | -4 | 8
CCOCCCNC(=O)C1(C)CCC(=O)N1CCc1ccc(Cl)cc1 (centres undefined) | 3 | -2
O=C(NC1=NCCS1)C12CC3CCC(CC(C3)C1)C2 | -3 | -6
O=C(NC1CC1)c1cccc(OCC2CCCN(C(=O)c3ccccc3Cl)C2)c1 (centres undefined) | -6 | 0
CN1CCCc2cc(CCNC(=O)c3ccccc3Br)ccc21 | -2 | 16

# The list continues:
mol | Pf apPOL block | mHTT-CaM PPI inh
O=C(Nc1cc(Cl)ccc1Cl)C(O)(c1ccccc1)c1ccccc1 | -1 | -7
Cc1ccc(-c2nnc(N3CCC(C(=O)N4CCCCC4)CC3)o2)cc1 | -12 | -2
CSc1ccccc1Sc1cc(C(=O)NCC2CCCO2)c2ccccc2n1 (centres undefined) | -22 | 2
COc1ccccc1N=Cc1cccc([N+](=O)[O-])c1O | 2 | 20
Cc1cc(C(F)(F)F)c2c(N)c(C(=O)c3ccc([N+](=O)[O-])cc3)sc2n1 | -7 | 16
COc1ccc(OCC(=O)N2CCCC2c2nc(-c3cccc(C)c3)no2)cc1 (centres undefined) | 1 | 15
O=C(NCCCN1CCCCC1)c1cc(-c2cccnc2)nc2ccccc12 | -7 | -12
COc1ccc(N2CCN(C(=O)COc3ccccc3C)CC2)cc1 | -6 | 7
Cc1cccc(N2CCN(C(=O)Nc3cccc(Cl)c3)CC2)c1C | 0 | -22
CCc1ccc(NC(=O)c2ccc(F)c(S(=O)(=O)NCc3cccs3)c2)cc1 | -4 | 2
CC(C)c1nncn1C1CCN(C(=O)c2cc(-c3cccs3)[nH]n2)C1 (centres undefined) | -4 | 0
CCN(CC)C(=O)CN1C(=O)NC(c2ccc(Cl)cc2)C2=C1COC2=O (centres undefined) | 0 | 3

# Further entries.
mol | Pf apPOL block | mHTT-CaM PPI inh
CC(C)COc1ccc2c3c(c(=O)oc2c1)CCCC3 | 1 | -28
CCCc1cc(C2CCCN2Cc2cn[nH]c2-c2cccs2)no1 (centres undefined) | -1 | 20
O=C(Nc1ccccc1Oc1ccccc1)C1CCCC1 | 4 | -4
O=C(CCC1NC(=O)c2ccccc2NC1=O)Nc1nc2ccccc2[nH]1 (centres undefined) | -8 | -13
Cn1c(=O)c2c(nc3n(CCO)c(C45CC6CC(CC(C6)C4)C5)cn23)n(C)c1=O | -5 | -1&6
O=C1CCC(c2ccc(F)cc2)=NN1c1ccc([N+](=O)[O-])cc1 | 6 | nt
CC(C)C(=O)NCc1csc(C2CCCN(C(=O)c3ccc(F)c(F)c3)C2)n1 (centres undefined) | -8 | -2
N/C(CSc1nnc2c(n1)[nH]c1ccccc12)=N\O | 7 | i
Cc1ccc(-c2nc3ncccn3c2NC2CCCCC2)o1 | -8 | 12
CCCCC1CCC(C(=O)NC2CC(O)C(CO)C2)CC1 (centres undefined) | -11 | 1
O=C(NCc1ccccc1F)C1CCN(c2nnc3ccc(C(F)(F)F)cn23)CC1 | -3 | -2
COc1ccc(Nc2nc(Nc3ccc(O)cc3)nc(C)c2[N+](=O)[O-])cc1 | -4 | 78*

# 4 of the compounds above, as labelled records.
> O=C(CCC1NC(=O)c2ccccc2NC1=O)Nc1nc2ccccc2[nH]1 (centres undefined)
  Pf apPOL block: -8
  mHTT-CaM PPI inh: -13

> N/C(CSc1nnc2c(n1)[nH]c1ccccc12)=N\O
  Pf apPOL block: 7
  mHTT-CaM PPI inh: i

> Cn1c(=O)c2c(nc3n(CCO)c(C45CC6CC(CC(C6)C4)C5)cn23)n(C)c1=O
  Pf apPOL block: -5
  mHTT-CaM PPI inh: -1&6

> CCCc1cc(C2CCCN2Cc2cn[nH]c2-c2cccs2)no1 (centres undefined)
  Pf apPOL block: -1
  mHTT-CaM PPI inh: 20

# Going on with the list:
mol | Pf apPOL block | mHTT-CaM PPI inh
O=C(CCCOc1ccccc1)NC1CCCC1 | -2 | -1
Cc1noc(-c2nn(C)c3c2CN(C(=O)Cc2ccccc2Cl)CC3)n1 | -2 | 9
O=S1(=O)CC(N2CCCCC2)CN1Cc1cn(Cc2cccc(Cl)c2)nn1 (centres undefined) | -6 | -6
O=C(Nc1cccc(Cl)c1)N1CCC(CCNS(=O)(=O)c2ccccc2)CC1 | -6 | -5
N#Cc1nc(COc2ccccc2)oc1NCCN1CCOCC1 | -6 | 0
Cc1onc(-c2ccccc2)c1-c1csc(CC#N)n1 | -14 | nt
O=C1CCC([N+](=O)[O-])C(c2ccccc2OCc2ccccc2)N1 (centres undefined) | -9 | -1
Cc1noc(C2CN(C(=O)Nc3ccc(F)cc3F)CC23CCOCC3)n1 (centres undefined) | -7 | -4
CCc1nc(N)n(CC(=O)N2CCCc3ccccc32)c(=O)c1C | -2 | -11
COc1ccc(CCC(=O)Nc2ccc(N(C)C)cc2)cc1 | 2 | 41
O=C1c2cccc([N+](=O)[O-])c2C(=O)N1c1cccc(-c2nc3ccccc3c(=O)o2)c1 | 3 | 2
COCCC1CCN(C(=O)c2ccc(C)nc2)CC1 | -1 | -2

# 4 structures from above, arranged by number of heavy atoms, lowest first.
mol | Pf apPOL block | mHTT-CaM PPI inh
N#Cc1nc(COc2ccccc2)oc1NCCN1CCOCC1 | -6 | 0
COc1ccc(N2CCN(C(=O)COc3ccccc3C)CC2)cc1 | -6 | 7
O=C(CCC1NC(=O)c2ccccc2NC1=O)Nc1nc2ccccc2[nH]1 (centres undefined) | -8 | -13
O=C(NC1CC1)c1cccc(OCC2CCCN(C(=O)c3ccccc3Cl)C2)c1 (centres undefined) | -6 | 0

# Later entries.
mol | Pf apPOL block | mHTT-CaM PPI inh
Cc1cccc(OCCCC(=O)Nc2ccc(C(=O)O)cc2)c1 | -12 | -11
Cc1c(C(=O)N2CCC3(CC2)OCCO3)sc2ncn(Cc3ccccc3Cl)c(=O)c12 | 3 | 9
O=C(NCc1cc(F)cc(F)c1)c1cc2n(n1)CCCC2 | 0 | -4
O=C(c1cccs1)N1CCC(c2nc3ccccc3[nH]2)CC1 | -1 | -3
O=C(c1ccccc1)N1CCN(c2ccc(NC(=O)C(Cl)(Cl)Cl)cc2Cl)CC1 | -1 | 4
C#CC1(OCC(O)CNC(C)(C)CC(C)(C)C)CCCCC1 (centres undefined) | -5 | -7
Nc1cc(C(=O)NCCSCc2ccccc2)ccc1N1CC2CC(C1)c1cccc(=O)n1C2 (centres undefined) | 1 | 19
Cc1nn(C(=O)c2cccnc2)c(C)c1Sc1ccc(Br)cc1 | -9 | 10
CC(C)C(=O)Nc1ccc(NC(=O)c2cccnc2)cc1 | 0 | -6
Cn1c(C(F)(F)F)n[nH]c1=S | -8 | nt
COC(=O)/C=C/c1cc(F)ccc1S(=O)(=O)NC1CCCC1 | -4 | -2
Cc1cc(Br)cc(C)c1NC(=O)c1ccccc1 | -2 | -5

# 3 compounds picked at random from those above:
mol | Pf apPOL block | mHTT-CaM PPI inh
COc1cccc(CNC(=O)c2ccc(CS(=O)(=O)Cc3ccccc3C)o2)c1 | -15 | -1
O=C(c1cccs1)N1CCC(c2nc3ccccc3[nH]2)CC1 | -1 | -3
CCc1ccccc1NC(=O)COc1ccc(Cl)cc1Cl | 0 | -9

# The list goes on:
mol | Pf apPOL block | mHTT-CaM PPI inh
O=C(Nc1nc(C23CC4CC(CC(C4)C2)C3)cs1)c1c(O)c2cccc3c2n(c1=O)CC3 | -79 | -2
Cc1cc(O)c(Cl)c(C)c1NS(=O)(=O)c1ccc(Br)cc1 | -7 | -3
O=C1c2cccnc2C(=O)N1c1ccc(Cc2ccc(N3C(=O)c4cccnc4C3=O)cc2)cc1 | 8 | 80*
CCN(CC)c1ccc(CNC(=O)C2CCc3nc(N4CCOCC4)ncc3C2)cc1 (centres undefined) | -4 | 26
COc1ccc(C2CC(C(F)(F)F)n3nc(C(=O)NCc4ccccc4)c(Cl)c3N2)cc1 (centres undefined) | -1 | 4
O=C(NCc1ccco1)c1csc2c1CCCC2 | -8 | 10
Cc1ccc(C2CC(=O)Nc3c2c(C)nn3-c2nc3ccccc3s2)cc1 (centres undefined) | -1 | 0
